Assay outcomes deposited in PubChem BioAssay by Sanford-Burnham Center for Chemical Genomics.
Mdm2-MdmX inh: inhibitors of human Mdm2-MdmX association, primary screen, cell-based, luminescence, split luciferase, SaOS-2, uHTS. Protein Mdm4 (Homo sapiens) + E3 ubiquitin-protein ligase Mdm2 (Homo sapiens), …. SaOS-2 split-luciferase Mdm2/MdmX complementation. inhibition, % at 8 µM. hit rate 3% among 330,000. AID 485346, 2010;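 active = inhibition of at least 50% at 8 µM in the primary screen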
CXCR6 inh: CXCR6 receptor inhibitors, primary screen, cell-based, beta-arrestin, luminescence, CHO-K1 PathHunter, 1536-well. C-X-C chemokine receptor type 6 (Homo sapiens), O00574. inhibition, % at 20 µM. hit rate 0.36% among 360,000. AID 602244, 2012; in the data active = inhibition above about 34%, passing the limit was not always enough;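 note: antagonist mode with CXCL16 agonist at 10 nM final; 0% = 10 nM CXCL16 with DMSO and 100% = unstimulated wells without agonist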
Target sequence (O00574 whole entry, looked up): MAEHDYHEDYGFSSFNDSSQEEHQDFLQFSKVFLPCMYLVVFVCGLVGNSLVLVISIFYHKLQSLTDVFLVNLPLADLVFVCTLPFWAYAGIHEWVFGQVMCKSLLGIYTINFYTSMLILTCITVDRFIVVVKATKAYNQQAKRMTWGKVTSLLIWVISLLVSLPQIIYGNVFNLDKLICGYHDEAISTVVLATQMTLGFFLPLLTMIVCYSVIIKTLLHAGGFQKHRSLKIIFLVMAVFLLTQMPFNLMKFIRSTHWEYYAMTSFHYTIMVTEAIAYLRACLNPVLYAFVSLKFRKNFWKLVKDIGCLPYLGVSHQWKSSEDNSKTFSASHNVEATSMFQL
Gli-Sufu block: Gli-Sufu pathway antagonists, primary screen, luciferase luminescence, Sufu-KO-LIGHT cells, uHTS | hit rate 0.74% among 340,000 | inhibition, % at 5 µM | Sufu-KO-LIGHT fibroblasts, Gli luciferase reporter luminescence;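 active = inhibition above about 55%, limit read from the data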;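 note: 0% = DMSO-treated cells and 100% = wells with medium but no cells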
EBI2 block: EBI2 receptor antagonists, beta-arrestin recruitment, primary screen, cell-based, luminescence, 7a,25-OHC stimulation, uHTS | 7a,25-OHC stimulated | inhibition, % at 5 µM | hit rate 0.81% among 360,000 | AID 651636, 2012; in the data active = inhibition above about 38%;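 note: enzyme fragment complementation signal reports receptor beta-arrestin coupling in cells; 0% = agonist plus DMSO wells and 100% = wells without agonist; some results beyond the cut were filed as inactive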
697 NFkB inh: inhibitors of PMA/ionomycin-induced NF-kB reporter, 697 cells, primary screen, B-cell NF-kB inhibitor project, cell-based, luminescence, uHTS. inhibition, % at 4 µM. 697 B-cell NF-kB luciferase reporter, 16 h. hit rate 0.33% among 330,000; in the data active = inhibition above about 35%
UPR XBP1 act: activators of adaptive XBP1 UPR arm, primary screen, cell-based, CHO-XBP1 luciferase reporter, luminescence, uHTS | hit rate 0.33% among 330,000 | IRE1-XBP1 UPR activation; percent of tunicamycin response, DMSO as zero | activation, % at 20 µM;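 active = versus positive control, 20 µM dose yields 30% or more activation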;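 note: 100% = tunicamycin at 10 µg/mL and 0% = DMSO only wells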
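Material: IRE1-XBP1 luciferase reporter CHO line / Quantity: one thousand reporter cells per well / Buffer or medium: F12 with 10% serum / Compound: 20 µM single concentration, DMSO 1% / Times: 6 h treatment, 37 °C / Detection: Steady-Glo luciferase glow luminescence, 10 min after reagent addition / Benchmarks: tunicamycin high, DMSO low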
Jurkat NFkB inh: inhibitors of induced NF-kB luciferase reporter, primary screen, TCR NF-kB activation inhibitor project, cell-based, luminescence, uHTS; AID 435003, 2010; Jurkat, PMA/ionomycin-induced NF-kB luciferase reporter; hit rate 0.53% among 330,000; inhibition, % at 4 µM; in the data active = inhibition above about 50%
CCR6 antag: CCR6 receptor antagonists, primary screen, cell-based, CHO-K1, luminescence, beta-arrestin, uHTS; C-C chemokine receptor type 6 (Homo sapiens), P51684; inhibition, % at 20 µM; CHO-K1 CCR6 PathHunter beta-arrestin, CCL20-stimulated; AID 493098, 2011; hit rate 0.49% among 340,000;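 active = compounds whose inhibition of the agonist-driven luminescence signal at 20 µM reaches about 50%, limit read from the data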;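 note: cells stimulated with CCL20 at 14 nM final; plate controls were DMSO with CCL20 for no effect and DMSO without agonist for full effect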
Target sequence (P51684 whole entry, looked up): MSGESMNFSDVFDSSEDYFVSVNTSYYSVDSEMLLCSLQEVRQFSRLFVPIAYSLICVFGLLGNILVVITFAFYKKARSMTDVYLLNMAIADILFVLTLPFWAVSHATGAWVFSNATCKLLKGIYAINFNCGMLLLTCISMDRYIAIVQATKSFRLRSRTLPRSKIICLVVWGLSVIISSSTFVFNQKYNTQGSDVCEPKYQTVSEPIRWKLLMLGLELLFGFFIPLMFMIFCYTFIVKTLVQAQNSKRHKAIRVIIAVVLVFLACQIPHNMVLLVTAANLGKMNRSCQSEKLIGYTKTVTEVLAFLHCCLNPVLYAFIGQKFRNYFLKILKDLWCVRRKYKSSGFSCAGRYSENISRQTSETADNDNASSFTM
CHOP UPR activ: activators of apoptotic CHOP UPR arm, primary screen, cell-based, CHO-CHOP luciferase reporter, luminescence, uHTS | UPR activation; percent of tunicamycin response over DMSO baseline | activation, % at 10 µM | hit rate 0.34% among 330,000 | AID 449763, 2010;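 active = at 10 µM dose, activation of 40% or more, normalized to positive control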;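 note: 100% = tunicamycin at 10 µg/mL and 0% = DMSO alone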
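assay system = CHO CHOP reporter cells | amount = 500 CHO-CHOP cells per well | buffer or medium = F12 with 10% FBS | incubation = 16-18 h cell attachment, then 6 h compound exposure, 37 °C | detection = luminescence read with Steady-Glo | read-out = percent activation relative to tunicamycin control | controls = tunicamycin high control, DMSO low control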
An asterisk follows results filed as active; . = not tested or not shown.

Under each structure – Mdm2-MdmX inh	CXCR6 inh	Gli-Sufu block	EBI2 block	697 NFkB inh	UPR XBP1 act	Jurkat NFkB inh	CCR6 antag	CHOP UPR activ
1) CCOC(=O)c1ccccc1NC1c2ccccc2C(=O)N1c1cc(C)ccn1 (stereo unspecified)
 : 17	12	2	14	-11	0	-4	14	0.5
2) COC(=O)c1ccsc1NC(=O)CS(=O)(=O)c1ccccc1
 : -4	-1	-4	4	-14	0	-2	5	-0.2
3) CC1CCN(c2nc(-c3ccccc3)cc(C(F)(F)F)n2)CC1
 : 6	-2	-5	-5	7	0	-9	12	1.2
4) CCC(=O)c1ccc(N2CCN(C(=O)c3cc([N+](=O)[O-])ccc3F)CC2)c(F)c1
 : 21	1	4	2	23	-4	1	8	-0.1
5) O=C(O/N=C1\C(=O)N(c2ccccc2)c2ccccc21)C1CC1
 : 5	-2	-10	-4	8	0	2	1	0.4
6) Cc1ccc(S(=O)(=O)NCCCNS(=O)(=O)c2ccccc2Br)cc1
 : -12	1	8	-1	10	1	.	31	0.5
7) COc1ccc(CCN2C(=O)c3[nH]nc(-c4ccccc4O)c3C2c2cccc(Cl)c2)cc1 (stereo unspecified)
 : 76*	-6	-7	10	-10	6	-5	-6	1.5
8) CCN1CC=C2C(C#N)=C(N)C(C#N)(C#N)[C@H](c3ccoc3)[C@H]2C1
 : 1	-1	-12	-7	16	0	9	4	0.9
9) Cc1ccc(C)c(C(=O)OCC(=O)Nc2cccc(S(=O)(=O)N3CCCCC3)c2)c1
 : 15	0	.	12	-24	1	1	21	4.1
10) COc1ccc(NC(=O)CC2CCCCC2)cc1OC
 : 0	-2	-7	-3	-13	1	-37	-7	1.5
11) Cc1ccc(S(=O)(=O)N(C)CC(=O)NCCCn2ccnc2)cc1
 : -12	-2	-3	-13	9	2	10	-6	2.3
12) COc1ccc(CNC(=O)CC23CC4CC(CC(C4)C2)C3)cc1
 : 18	-5	22	7	-4	-3	8	0	-0.1
13) COc1ccc2nc(NC(=O)[C@@H]3CCCN3C(=O)c3cccs3)sc2c1
 : -5	5	-10	3	-25	1	-15	18	1.0
14) CCn1ccnc1CN(C)C(=O)c1cc(COc2ccccc2SC)on1
 : -47	-8	-13	-4	-102	-2	-61	9	6.9
15) CC(C)c1ccc(Cc2nnc(NCCCO)[nH]c2=O)cc1
 : -3	-7	-3	-4	5	1	-6	-1	4.6

Continued:
Under each structure – Mdm2-MdmX inh	CXCR6 inh	Gli-Sufu block	EBI2 block	697 NFkB inh	UPR XBP1 act	Jurkat NFkB inh	CCR6 antag	CHOP UPR activ
16) CCOC(=O)CNC(=O)c1c(C)nn(C)c1Cl
 : -42	6	-18	-6	4	4	-10	7	-0.8
17) COc1ccc(OC)c(-c2csc(NC(=O)Cc3ccccc3F)n2)c1
 : 27	4	-9	24	-3	1	-15	16	3.0
18) CNCCCOc1cccc(OC(C)C)c1
 : -27	4	9	-10	13	1	-5	-7	-1.2
19) CNC(=O)COc1coc(CN2CCN(c3ccc(F)cc3)CC2)cc1=O
 : 12	-3	-6	-1	1	-5	3	-3	0.4
20) CCOC(=O)N1CCN(C(=O)c2cc(OC)c(OC)c(OC)c2)CC1
 : 7	-12	-6	1	-2	-2	12	12	-2.2
21) COc1cccc(C2=CC(c3ccc(C)cc3)n3ncnc3N2)c1 (stereo unspecified)
 : -4	.	.	.	6	3	-4	.	1.4
22) CSc1ncccc1C(=O)OCC(=O)c1ccc[nH]1
 : 3	0	26	4	7	-1	-21	6	1.4
23) Cc1cccc(C)c1NC(=O)c1ccc(CN2CCc3ccccc3C2)cc1
 : 29	-3	-6	2	32	2	32	5	-0.3
24) COc1ccc(N2CC(C(=O)Nc3ccc(S(=O)(=O)N4CCCCC4)cc3)CC2=O)cc1 (stereo unspecified)
 : 19	1	-1	75*	-16	-1	9	16	2.1
25) COC(=O)c1ccc(NS(=O)(=O)c2cc(-c3cc(C)no3)ccc2OC)cc1
 : 46	-14	5	-9	-38	2	47	1	0.8
26) Cc1ccc(C(=O)NNC(=O)CCn2nnc3ccccc32)cc1
 : -18	-1	3	-23	17	0	-8	10	1.2
27) O=C(O)/C(=C\c1cn(-c2ccccc2)nc1-c1ccc(Cl)cc1)NC(=O)c1ccccc1
 : -12	-10	14	4	22	-2	8	-7	-1.3
28) CCC(=O)c1ccc(OCC(=O)OC(C)C(=O)Nc2c(C)n(C)n(-c3ccccc3)c2=O)cc1 (stereo unspecified)
 : .	3	10	-1	.	.	.	-1	.
29) CN(CC(O)COc1ccc(S(=O)(=O)N2CCOCC2)cc1Cl)C1CCCCC1 (stereo unspecified)
 : -28	6	6	0	-22	-3	-11	14	1.6
30) COCCCn1c(=O)/c(=C\c2ccccc2OC(F)F)s/c1=C(/C#N)C(=O)NCCOC
 : 17	-1	2	8	-26	-1	-7	0	-0.3

Later entries
Under each structure – Mdm2-MdmX inh	CXCR6 inh	Gli-Sufu block	EBI2 block	697 NFkB inh	UPR XBP1 act	Jurkat NFkB inh	CCR6 antag	CHOP UPR activ
31) CC(=O)Nc1ccc(C(=O)OCC(=O)NCc2ccccc2)cc1
 : 19	-4	2	-7	3	-4	28	-1	-1.3
32) C/C(=N/Nc1ccc(Cl)cc1)c1cnnc(-c2ccccc2)n1
 : -8	6	-6	9	-16	-2	-20	14	1.8
33) Cc1ccc2c(c1)N(CC(=O)N1CCCC1)C(=O)CO2
 : 15	-10	0	0	2	-4	10	3	-0.6
34) Cc1cc2oc(=O)sc2cc1NS(=O)(=O)c1cccc2cccnc12
 : 10	-1	3	-2	23	0	11	15	-0.7
35) COc1ccc(N2CCN(C(=O)c3ccc(N4CCCCS4(=O)=O)cc3)CC2)cc1
 : 15	-3	-1	7	-15	-2	-5	-1	-0.4
36) Cn1cc(C(=O)c2ccc(F)cc2)cc1-c1nc2ccccc2n1C
 : 22	-5	6	13	1	-1	3	-13	-0.6
37) CC(C)=CCN1CCN(Cc2ccc(Sc3nncn3C)o2)CC1CCO (stereo unspecified)
 : 14	-2	-1	-5	-3	3	-7	15	-1.9
38) CCC(C)NS(=O)(=O)c1ccc(S(=O)(=O)N(CC(=O)Nc2ccccc2)CC2CCCO2)cc1 (stereo unspecified)
 : 10	-5	0	8	-5	-3	-5	0	-0.7
39) C=CCn1c(Cc2ccccc2)nc2c(cnn2-c2ccccc2)c1=O
 : 21	-11	32	2	-35	6	-9	10	2.2
40) COC(=O)c1c(NC(=O)COC(=O)CCS(=O)(=O)c2ccc(C)cc2)sc(C)c1C
 : 26	3	27	-6	20	-2	-36	10	0.8
41) Cc1csc(NC(=O)CSc2ncc(-c3ccccc3)[nH]2)n1
 : -5	-16	-11	-9	-66	2	2	-3	5.3
42) Cc1ccccc1NC(=S)NCc1ccc2c(c1)OCO2
 : -6	-4	-14	-8	-1	-1	2	24	-0.2
43) O=C(NCC(=O)N1CCN(c2ncccn2)CC1)c1ccc(F)cc1
 : -25	-13	-10	-8	2	0	-4	2	2.2
44) OC(CNCC1CCCO1)COc1ccc(OCC(O)CNCC2CCCO2)cc1 (stereo unspecified)
 : 0	6	-17	1	-11	-3	-34	7	-1.3
45) COc1ccccc1-n1c(SCC(N)=O)nc2sc3c(c2c1=O)CCC3
 : 15	6	4	7	17	0	10	0	-1.7

Of the compounds above, these have a furan ring, fused or not:
Under each structure – Mdm2-MdmX inh	CXCR6 inh	Gli-Sufu block	EBI2 block	697 NFkB inh	UPR XBP1 act	Jurkat NFkB inh	CCR6 antag	CHOP UPR activ
8) CCN1CC=C2C(C#N)=C(N)C(C#N)(C#N)[C@H](c3ccoc3)[C@H]2C1
 : 1	-1	-12	-7	16	0	9	4	0.9
37) CC(C)=CCN1CCN(Cc2ccc(Sc3nncn3C)o2)CC1CCO (stereo unspecified)
 : 14	-2	-1	-5	-3	3	-7	15	-1.9

New compounds follow.
Under each structure – Mdm2-MdmX inh	CXCR6 inh	Gli-Sufu block	EBI2 block	697 NFkB inh	UPR XBP1 act	Jurkat NFkB inh	CCR6 antag	CHOP UPR activ
46) CCOC(=O)C(=NC(C)CC)NNc1cccc(C(F)(F)F)c1 (stereo unspecified)
 : 12	-5	-8	-2	5	-1	2	12	0.8
47) CCN(CC)C(=O)c1cnn(-c2ccccc2)c1NC(=O)c1ccccc1F
 : -1	-5	4	-7	1	4	4	-6	-1.1
48) CCN1CCn2c3c(c4cccc(C)c42)CCCC31 (stereo unspecified)
 : 10	-1	0	-3	-4	-3	5	12	2.5
49) C#CCOCCOCCOCCNc1nc(N2CCN(C(=O)CCCCCCCCCCNC(=O)[C@@H](CCSC)n3cc(CCO)nn3)CC2)nc(N2CCN(C(=O)CCCCCCCCCCNC(=O)[C@H](CO)n3cc(CCCCCN)nn3)CC2)n1
 : 6	5	10	10	-3	1	-8	-7	-0.2
50) CCCNC(=O)c1ccc(Cn2c(=S)[nH]c3c([nH]c4ccc(OC)cc43)c2=O)cc1
 : 0	-14	-2	-4	-3	-2	-13	8	3.5
51) O=C(Nc1nccs1)NC(C(F)(F)F)C(F)(F)F
 : 13	-2	4	-3	-1	-4	2	-3	-4.9
52) Cc1ccc(F)c(CNC(=O)C2CCC(=O)N(CCN3CCOCC3)C2)c1F (stereo unspecified)
 : 10	0	-29	-7	-9	-6	3	11	0.6
53) Cc1ccc(-c2nc(CS(=O)(=O)CC(=O)NCc3ccc4c(c3)OCO4)c(C)o2)cc1
 : 31	-5	7	6	17	-3	13	6	2.5
54) COc1ccc(OC)c(C(=O)C(=O)c2cc(OC)ccc2OC)c1
 : .	5	4	-2	.	.	.	18	.
55) CCOC(=O)c1c(NC(=O)c2cccs2)sc2c1CC(C)(C)OC2
 : 38	-8	3	12	22	1	-28	-5	-2.6
56) O=C(Cc1c(O)c2ccccc2[nH]c1=O)OC1CCCCC1
 : 11	-6	28	4	9	2	14	6	0.3
